Compound activity: PubChem BioAssay, several laboratories
AID2073: inhibitors of Mint1-CaV2.2 protein interaction, biochemical, HTRF (AID 2073); HTRF protein-protein interaction, Mint1-CaV2.2; higher % means a stronger effect; one-dose inhibition, % at 20 µM; IC50 in µM for titrated hits; 290,000 tested, 0.19% active; in the data active = inhibition mostly above about 51%, no sharp cut-off; inconclusive = no clear call, values can overlap the other calls; inactive = mostly below about 53%; also: some results filed as inactive read as strong as hits
Dengue-2 NS5 capping: flavivirus cap methylation enzyme inhibition – biochemical, confirmation dose response, primary screen (AID 588689); Dengue-2 NS5 methyltransferase capping enzyme assay, biochemical; higher % means a stronger effect; inhibition, % at 25 µM; hits with a dose series show IC50 in µM; 340,000 tested, 0.3% active; in the data active = a potency from the dose series; inconclusive = inhibition above about 29% without an active follow-up result
NOD1 inhibition: inhibition of NOD1-driven NF-kB reporter – cell-based, luminescence, uHTS, primary screen (AID 1578); NOD1-driven NF-kB luciferase reporter cells, luminescence; higher % means a stronger effect; 290,000 tested, 1% active; one-dose inhibition, % at 4 µM; EC50 in µM for titrated hits; in the data active = inhibition mostly above about 36%, no sharp cut-off; inactive = mostly below about 34%;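 also: HEK-293T reporter cells stimulated with the NOD1 agonist gamma-tri-DAP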
HIV peptide binding: inhibitors of HIV fusion peptide binding, primary screen, biochemical, uHTS, fluorescence dequenching (AID 1986). one-dose inhibition, % at 20 µM; IC50 in µM for titrated hits. 290,000 tested, 0.3% active. cell-free peptide binding, fluorescence dequenching, 30 min; higher % means a stronger effect; in the data active = inhibition mostly above about 52%, no sharp cut-off; inactive = mostly below about 76%; also: some results filed as inactive read as strong as hits
West Nile antiviral: inhibition of WNV-induced cytopathic effect – cell-based, CPE readout (AID 1621) | CPE inhibition, % at 10 µM, or IC50 in µM where a hit was titrated | 290,000 tested, 0.02% active | West Nile virus-infected cells, CPE inhibition; higher % means a stronger effect; in the data active = a potency from the dose series; inconclusive = CPE inhibition mostly from about 3.7% at the one dose, without a potency; inactive = the rest, 99 in 100 with CPE inhibition below about 2.2%; also: strong numbers were not always called active
KOR beta-arrestin-1: KOR antagonists, beta-arrestin recruitment, cell-based, luminescence, uHTS (AID 1778). 290,000 tested, 0.091% active. inhibition, % at 10 µM, or IC50 in µM where a hit was titrated. KOR beta-arrestin recruitment, luminescence, antagonist mode; higher % means a stronger effect; also: strong numbers were not always called active
Yfh1-depleted yeast: mitochondrial function rescue without frataxin homolog – Friedreich's ataxia, plus single-dose screen, dose response (AID 1465); S. cerevisiae Yfh1-off respiration, WST-1 reduction, 72 h; higher fold induction means a stronger effect; fold induction at 50 µM, or EC50 in µM where a hit was titrated; 220,000 tested, 0.074% active;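 active = fold induction of absorbance versus untreated yeast above a set limit, then at least 30% activation at any dose in follow-up; inconclusive = repeats straddling the limit, or above it without dose testing; inactive = fold induction below the set limit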;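 also: activators that raise dye reduction in frataxin-depleted yeast; strong numbers were not always called active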
HEK293 NOD2/NF-kB: NOD2 signaling inhibitors, cell-based, luminescence, uHTS, HEK293 (AID 1566). HEK293 NOD2/NF-kB luciferase reporter, luminescence; higher % means a stronger effect. one-dose inhibition, % at 4 µM; EC50 in µM for titrated hits. 290,000 tested, 0.63% active; also: many of its hits are not listed in these tables
KOR beta-arrestin-2: kappa opioid receptor activators – cell-based, luminescence, uHTS, primary screen (AID 1777); KOR beta-arrestin recruitment, luminescence; higher % means a stronger effect; 280,000 tested, 0.02% active; activation, % at 10 µM; hits with a dose series show EC50 in µM; in the data active = activation above about 50%, passing the limit was not always enough; also: a part of the inactive calls stands beside numbers as strong as those of hits
Dengue-2 NS5 capping pilot replicate: also measured in Dengue-2 NS5 capping; calls as there; inhibition, %; measured here: pilot screen replicate inhibition
Starred values were filed as active, the others as inactive; i = inactive; ? = inconclusive; / = not tested or not shown; [ ] = another dose, or the depositor's remark. Rule as the data show it, unless noted: active = inhibition above about 50%; inactive = the rest. This is a subset; the hit share may differ from the screen's.

SMILES | AID2073 | Dengue-2 NS5 capping | NOD1 inhibition | HIV peptide binding | West Nile antiviral | KOR beta-arrestin-1 | Yfh1-depleted yeast | HEK293 NOD2/NF-kB | KOR beta-arrestin-2 | others
CCC(Sc1nc2ccccc2c2nc3ccccc3n12)C(=O)NCc1ccco1 (configuration not stated) | 6% | / | -15% | 8.8% | / | -23% | / | -11% | 1.7%
COc1cc(/C=N/NC(=O)CNc2n[nH]c(=O)[nH]c2=O)ccc1O | -8% | -4% | -25% | -1.1% | ? | -4% | i | 13% | -6.4%
CCOc1ncccc1C(=O)OCc1ccc(C#N)cc1 | 1% | 1% | -28% | -0.8% | 0.4% | 20% | i | 18% | -4.3%
O=C1OCCC1Sc1nnc(-c2ccccc2)o1 (configuration not stated) | 4% | 2% | 1% | 1.5% | 0.4% | 20% | i | 9% | -0.5%
CN(C)c1ccc(S(=O)(=O)NCC(=O)NCc2ccccc2)cc1[N+](=O)[O-] | -7% | 2% | 3% | -0.8% | -0.9% | 26% | / | 24% | -4.3%
O=C(Nc1ccc(Cl)cc1)Nc1ccc2c(c1)OCO2 | 4% | -9% | -71% | -0.2% | -0.8% | 9% | / | -70% | -1.3%
CC(C)CNS(=O)(=O)c1ccc(S(=O)(=O)N2CCN(CCC#N)CC2)cc1 | 2% | -3% | -4% | -2.8% | -0.2% | -10% | i | 17% | -4.0%
Cc1onc(-c2ccccc2Cl)c1C(=O)Oc1cccc2cccnc12 | 4% | -8% | -15% | 0.6% | 0.5% | -16% | i | 19% | -0.4%
O=C(c1ccccn1)N1N=C2/C(=C/c3ccccc3)CCCC2C1c1ccccc1 (configuration not stated) | 4% | -2% | 38% | -3.0% | -1.5% | 17% | i | 18% | 0.8%
Cn1c(Cc2cccs2)nnc1SCC(=O)N1CCc2ccccc21 | -5% | -6% | -4% | 0.0% | 0.0% | 19% | i | 5% | 12%
Cc1ccc(C(=O)Nc2ccc3cn[nH]c3c2)cc1S(=O)(=O)N1CCCCC1 | -1% | -2% | -31% | 0.3% | 0.0% | 2% | i | -53% | 2.7%
COc1cc(C)c(Cl)cc1S(=O)(=O)N(C)C | -4% | -10% | -4% | -2.0% | 0.2% | 2% | i | 2% | -1.5%
O=C1CNC(=O)N1c1ccc(Cl)cc1 | 18% | -6% | -5% | 7.2% | -0.1% | 30% | / | 14% | -4.8%
CC(C)C(=O)Nc1cccc(C(=O)N2CCCCC2C)c1 (configuration not stated) | 9% | -9% | -20% | 0.7% | 0.3% | -20% | i | -1% | -1.2%
CSc1ncc(C(=O)Nc2cccnc2)c(C(F)(F)F)n1 | 12% | 1% | -4% | 3.9% | -1.4% | -3% | / | 26% | -3.2%
O/N=C\c1cccn1-c1nccs1 | -8% | 6% | -1% | -2.3% | -0.7% | 3% | i | 10% | -2.6%
Cc1ccc2[nH]cc(CCNC(=O)c3ccco3)c2c1 | -7% | -3% | -12% | 0.3% | -0.4% | -19% | / | -18% | 11%
CN1CCN(C(=O)c2ccc(Cl)cc2)CC1 | -4% | -5% | -25% | -1.2% | 0.1% | -5%[20 µM] | / | -10% | -2.1% | Dengue-2 NS5 capping pilot replicate=2.4
CCC(=O)Nc1ccc(C(=O)OCc2ccccc2)cc1 | -7% | -5% | -49% | -1.3% | 0.8% | 14% | i | -41% | -2.3%
CCCC(=O)C1=C(O)C(C(=O)OC)C(C)(C)CC1=NCCc1ccccc1 (configuration not stated) | -1% | / | -10% | 1.0% | -0.8% | -10% | / | 9% | 0.8%
Cc1cccc(-c2noc(Cc3ccc(Cl)cc3)n2)c1 | 5% | -9% | -34% | 0.5% | 0.1% | 28% | i | -17% | -2.5%
Cc1ccc(N2Cc3ccccc3C2=S)cc1 | -12% | / | -42% | 1.8% | -0.2% | -2% | i | -101% | 0.0%
O=C(COc1ccc(Cl)cc1Cl)N(Cc1ccco1)C1CCS(=O)(=O)C1 (configuration not stated) | 11% | -4% | -14% | -1.7% | -0.7% | 8% | i | 10% | -4.4%
Cc1cc2ncn(C3CC(=O)N(Cc4ccccc4)C3=O)c2cc1C (configuration not stated) | -7% | 0% | -9% | -3.2% | -0.1% | / | i | -3% | /
O=S(=O)(c1ccc(-c2ccno2)s1)N1CCCCC1 | -1% | -2% | -18% | 0.7% | 0.0% | -1% | / | -1% | 2.3%
CCOC(=O)c1c(CC(C)C)csc1N | -10% | -9% | -16% | -1.1% | -0.3% | -16% | i | 13% | -1.1%
O=C(Nc1cccc(S(=O)(=O)NC2=NCCC2)c1)C1CCCCC1 | 11% | 8% | -1% | 0.5% | 0.2% | 10% | i | 16% | -0.3%
Cc1nnc(SCC(=O)c2ccc(S(=O)(=O)N3CCOCC3)cc2)n1-c1ccccc1 | -18% | -4% | 1% | -1.5% | 0.0% | 13% | i | 26% | -1.3%
Cc1nn(CCc2n[nH]c(=S)n2-c2cccc(Cl)c2)c(C)c1[N+](=O)[O-] | -34% | -2% | -12% | -0.8% | 0.1% | 19% | i | 10% | /
CC(=O)Nc1ccc(C(=O)Nc2ccc(S(=O)(=O)NCC3CCCO3)cc2)cc1 (configuration not stated) | 2% | -6% | -11% | -3.0% | 0.0% | 3% | i | 2% | 0.8% | Dengue-2 NS5 capping pilot replicate=-5.5
NC(=O)COC(=O)c1sc2ccccc2c1Cl | 15% | -6% | 9% | -0.6% | 0.2% | -34% | i | 10% | 2.9%
CC(C)(CO)CNC(=O)CCc1nnc(C2(c3ccc(Cl)cc3)CCC2)o1 | -9% | -4% | -31% | 28% | -0.2% | -17%[20 µM] | i | 2% | /
COc1ccc(NC(=O)c2ccsc2NC(C)=O)cc1 | 20% | -1% | -45% | -0.1% | -0.6% | -10% | i | -32% | 1.8%
O=C(NCc1ccc2c(c1)OCO2)c1cc(-c2ccccc2)c(N2CCOCC2)s1 | 8% | 1% | -10% | -1.6% | -0.2% | -21% | / | -6% | -0.8%
Cc1ccc(S(=O)(=O)Nc2ccc3nc(N)sc3c2)cc1 | ? | -7% | 26% | 4.8% | -0.3% | -26% | i | 21% | 5.1% | Dengue-2 NS5 capping pilot replicate=-6.5
Oc1ccccc1-c1cc(-c2ccc(Cl)cc2)n[nH]1 | 15% | 8% | -12% | -4.2% | -1.2% | 0% | / | -126% | -5.0%
O=C(Oc1ccc2c(-c3ccccc3)cc(=O)oc2c1)C1CCCCC1 | 17% | -7% | 14% | 1.0% | 0.6% | -49% | i | 0% | 6.6%
COc1ccc(C2C3=C(CCCC3=O)Nc3nc(SCc4ccc(C(=O)O)cc4)nn32)cc1OC (configuration not stated) | -3% | -3% | -8% | -3.1% | 0.3% | 32% | i | 1% | -2.0%
C=CCNc1nc(NCCO)nc(N2CCCC2)n1 | -3% | 6% | -7% | -1.4% | -0.4% | -13% | i | -6% | 3.0%
Cc1cccn2c(=O)c3cc(C(=O)NC4CCCCC4)c(=N)n(Cc4ccccc4)c3nc12 | 21% | 10% | -16% | -2.0% | -1.6% | 29% | / | 12% | -1.8%
Cc1sc(NC(=O)C2C3CCC(O3)C2C(=O)O)nc1-c1ccc(CC(C)C)cc1 (configuration not stated) | -4% | -4% | -58% | 2.6% | 1.1% | -26% | i | -32% | 3.2%
O=C(NNC1=C(C(=O)C(F)(F)F)CCC1)c1ccccc1Cl | -7% | 2% | 3% | 3.4% | 0.2% | -25% | i | 9% | 2.1%
O=C(NC1CCN(Cc2ccccc2)CC1)C1CCCN(c2nnc(-n3cccc3)s2)C1 (configuration not stated) | -6% | -1% | -11% | -1.5% | -0.3% | -18% | i | 26% | -5.5%
COc1ccc(-c2nnc(SCc3nnc(-c4ccccc4)o3)n2-c2ccccc2)cc1 | 8% | -4% | -6% | 1.1% | ? | 14% | i | -22% | -0.2%
CN1CCN(NC(=S)Nc2ccc(Oc3ccccc3)cc2)CC1 | -17% | -6% | 1% | 0.6% | -1.7% | 0% | i | 18% | -1.3%
Nc1c(C(=O)OCC2CCCO2)c2nc3ccccc3nc2n1-c1ccc2c(c1)OCCO2 (configuration not stated) | 17% | / | -7% | 0.3% | 1.3% | -54% | i | -17% | 0.1%
O=C(NCC1(c2ccccc2)CCCC1)c1ccco1 | 5% | -2% | -11% | -0.9% | -1.2% | -9%[20 µM] | i | 2% | -3.9%
O=C(CN1CCC(n2nnc3ccccc32)CC1)Nc1ccc2c(c1)CCC2 | 38% | -7% | -20% | -1.9% | -0.3% | 52% | i | 6% | -4.0%

Four entries picked at random from the list so far:
SMILES | AID2073 | Dengue-2 NS5 capping | NOD1 inhibition | HIV peptide binding | West Nile antiviral | KOR beta-arrestin-1 | Yfh1-depleted yeast | HEK293 NOD2/NF-kB | KOR beta-arrestin-2 | others
O=C(NC1CCN(Cc2ccccc2)CC1)C1CCCN(c2nnc(-n3cccc3)s2)C1 (configuration not stated) | -6% | -1% | -11% | -1.5% | -0.3% | -18% | i | 26% | -5.5%
O=C(NNC1=C(C(=O)C(F)(F)F)CCC1)c1ccccc1Cl | -7% | 2% | 3% | 3.4% | 0.2% | -25% | i | 9% | 2.1%
C=CCNc1nc(NCCO)nc(N2CCCC2)n1 | -3% | 6% | -7% | -1.4% | -0.4% | -13% | i | -6% | 3.0%
COc1ccc(-c2nnc(SCc3nnc(-c4ccccc4)o3)n2-c2ccccc2)cc1 | 8% | -4% | -6% | 1.1% | ? | 14% | i | -22% | -0.2%

Following part:
SMILES | AID2073 | Dengue-2 NS5 capping | NOD1 inhibition | HIV peptide binding | West Nile antiviral | KOR beta-arrestin-1 | Yfh1-depleted yeast | HEK293 NOD2/NF-kB | KOR beta-arrestin-2 | others
CCN(CC(=O)NCc1ccc(Cl)cc1)C(=O)NCc1ccc(Cl)cc1 | 14% | -2% | -3% | 0.5% | -0.6% | -55% | / | -13% | 7.2%
COc1cc(COCC(O)CN2CCN(Cc3ccc4c(c3)OCO4)CC2)cc(OC)c1OC (configuration not stated) | 7% | 1% | -15% | 2.8% | -0.9% | 13% | i | 6% | -1.5%
Cc1cc(C)nc(/N=C(\N)Nc2ccc(S(=O)(=O)Nc3nc(C)cc(C)n3)cc2)n1 | 6% | / | -16% | -0.7% | 0.3% | 6% | i | 16% | 0.3%
Cc1nc2sc3c(c2c(=O)[nH]1)CCC3 | 1% | 0% | -2% | -0.3% | 1.3% | -27% | i | 6% | 1.0%
NS(=O)(=O)c1ccc(Nc2nc(-c3ccc(F)cc3)cs2)cc1 | -2% | / | -20% | -0.9% | 1.1% | 3% | i | 10% | -3.9%
NC(=O)c1ccc[n+](CCC[n+]2cccc(C(N)=O)c2)c1 | 7% | -12% | -21% | 1.7% | -0.3% | 4% | i | 14% | -6.9%
Cc1ccc(C(=O)COC(=O)CCN2C(=O)C3C4CCC(C4)C3C2=O)cc1C (configuration not stated) | 5% | 1% | -16% | -1.1% | 0.1% | 4% | / | 7% | 4.1%
COc1ccc(S(=O)(=O)Nc2cccc(-c3ccc(N4CCCCCC4)nn3)c2)cc1OC | -1% | 5% | 9% | -1.1% | 0.7% | -2% | / | -16% | 2.2%
Cc1cc(Nc2ccccc2)n(C(=O)c2ccccc2)n1 | -3% | -11% | -46% | -3.0% | / | -9% | / | -7% | -1.0%
